High-throughput results from PubChem BioAssay.
LEDGF integ inh – blocks HIV-1 LEDGF/p75-dependent DNA integration | TR-FRET IN-LEDGF/p75 DNA integration, Eu/Cy5 | inhibition, % at 3.7 µM | hit rate 0.64% among 370,000;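 active means inhibition above the screen-wide mean plus 3 SD, cut at about 13% in these data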;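 further: signal is the Cy5 over europium emission ratio at 671 and 618 nm; 0% = plate median of compound wells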
MBD2 DNA inh – MBD2-methylated oligo binding inhibition; hit rate 0.31% among 370,000; TR-FRET, MBD2 binding to methylated oligonucleotide; AID 686964; inhibition, % at 4.4 µM; in the data active means inhibition above about 13%
UHRF1 MBD2 ctr – human UHRF1 methylated DNA binding inhibitors; Q96T88; UHRF1 binding to methylated oligo, TR-FRET; hit rate 0.75% among 370,000; inhibition, % at 4.4 µM; in the data active means inhibition above about 21%;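 further: UHRF1 SRA domain binding a hemimethylated CpG hairpin DNA probe; 0% = median of test compound wells and 100% = reference inhibitor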
rCAG binder – binds r(CAG) RNA repeats; r(CAG) RNA repeat, TO-PRO-1 dye displacement fluorescence; inhibition, % at 3 µM; hit rate 1.3% among 370,000;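 active means inhibition above the plate cutoff, the mean of all test compounds on that plate plus 3 SD, cut at about 35% in these data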;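 further: 0% = DMSO alone and 100% = 100 µM mitoxantrone as full dye displacement; higher means more dye released from RNA so lower well fluorescence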
HTRA1 inh – HTRA1 (human) protease inhibition | Q92743 | recombinant HTRA1, FP-rhodamine activity-based probe, fluorescence polarization | inhibition, % at 5.96 µM | hit rate 0.5% among 340,000 | AID 504803; in the data active means inhibition above about 36%;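 further: 0% = enzyme with DMSO and 100% = wells lacking enzyme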
Rev-erbA mod – modulates human Rev-erb alpha binding to DNA. Rev-erbα–FITC-DNA binding, fluorescence polarization, 90 min. AID 1259318. activity, % at 10 µM. hit rate 0.79% among 370,000. P20393;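 active means activity above about 14%, limit read from the data; passing the limit was not always enough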;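 further: 0% = DMSO wells with 35 nM protein and 100% = DMSO wells with 750 nM protein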
Target sequence (P20393 whole entry, looked up): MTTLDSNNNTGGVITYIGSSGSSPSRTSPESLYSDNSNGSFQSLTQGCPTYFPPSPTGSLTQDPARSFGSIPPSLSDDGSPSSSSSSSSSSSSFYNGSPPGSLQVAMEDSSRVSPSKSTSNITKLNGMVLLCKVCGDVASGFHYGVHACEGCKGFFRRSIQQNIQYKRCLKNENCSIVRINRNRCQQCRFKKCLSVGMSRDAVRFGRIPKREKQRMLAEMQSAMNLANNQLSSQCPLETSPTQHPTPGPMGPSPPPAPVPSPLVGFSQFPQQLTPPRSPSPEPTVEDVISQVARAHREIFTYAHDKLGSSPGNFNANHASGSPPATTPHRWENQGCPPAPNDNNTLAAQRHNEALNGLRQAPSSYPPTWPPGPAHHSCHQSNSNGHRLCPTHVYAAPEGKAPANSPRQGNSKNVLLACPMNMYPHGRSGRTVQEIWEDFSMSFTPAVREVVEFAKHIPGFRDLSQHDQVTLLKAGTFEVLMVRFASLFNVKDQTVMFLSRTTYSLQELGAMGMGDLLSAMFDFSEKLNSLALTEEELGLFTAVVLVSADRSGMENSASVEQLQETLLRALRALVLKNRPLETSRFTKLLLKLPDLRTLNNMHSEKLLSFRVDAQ
PG9 binder – binds the HIV-1 gp120 antibody PG9. TR-FRET gp120-PG9 antibody binding. inhibition, % at 6.7 µM. hit rate 0.43% among 360,000. AID 624416; in the data active means inhibition above about 8.5%
PRMT1 FP inh – blocks human protein arginine methyltransferase 1 | AID 652257 | inhibition, % at 2.79 µM | recombinant PRMT1, activity-based probe fluorescence polarization | hit rate 1.3% among 370,000;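 active means inhibition above about 21% made by adding two undisclosed values, limit read from the data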
mABHD4 FP – ABHD4 (mouse) inhibition, primary FP screen; inhibition, % at 8.92 µM; purified mABHD4, FP-Rh probe fluorescence polarization; hit rate 0.54% among 370,000; AID 720543;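 active means inhibition exceeding the mean over every tested compound plus 3 SD, cut at about 30% in these data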;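 further: 0% = plate median of compound wells and 100% = S159A mutant with DMSO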
Target sequence (Q8VD66 whole entry, looked up): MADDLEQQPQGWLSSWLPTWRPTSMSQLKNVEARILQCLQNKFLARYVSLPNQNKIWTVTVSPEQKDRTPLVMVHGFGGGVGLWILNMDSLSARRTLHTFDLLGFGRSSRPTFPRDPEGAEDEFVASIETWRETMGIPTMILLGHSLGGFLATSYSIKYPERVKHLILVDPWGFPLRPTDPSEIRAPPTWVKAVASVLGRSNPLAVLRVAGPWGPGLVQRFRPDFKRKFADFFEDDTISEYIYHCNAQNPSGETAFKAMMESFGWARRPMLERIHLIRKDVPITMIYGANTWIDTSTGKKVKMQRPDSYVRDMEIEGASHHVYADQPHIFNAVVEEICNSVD
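System: mouse ABHD4 enzyme, wild type / Medium: HEPES pH 7.0, NaCl, Pluronic buffer / Reagent: FP-Rh activity-based fluorescent probe / Control set: S159A mutant high control, sample median low control / Detection: fluorescence polarization with parallel and perpendicular emission, 525/598 nm / Schedule: 45 min + 60 min at 25 °C / Compound dosing: 8.92 µM, single dose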
TCR CD3 inh – human TCR-CD3 binding inhibition. inhibition, % at 9.4 µM. TAMRA-labeled TCR probe fluorescence, biochemical. AID 651800. hit rate 0.37% among 360,000; in the data active means inhibition above about 19%;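 further: recombinant mutant TCR 2C K166C tagged with TAMRA read by polarization; 0% = receptor in buffer alone and 100% = receptor with positive control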
Numbers without * were called inactive.

What do the screens show for `O=C(NCC(=O)N1CCN(c2ccccc2F)CC1)c1cccs1`?
LEDGF integ inh: -1; MBD2 DNA inh: -7; UHRF1 MBD2 ctr: 3; rCAG binder: -2; HTRA1 inh: 1; Rev-erbA mod: -2; PG9 binder: -2.0; PRMT1 FP inh: -6; mABHD4 FP: -3; TCR CD3 inh: 4

What do the screens show for `Cc1ccccc1N1C(=O)C2ON(c3ccccc3)C(c3cccnc3)C2C1=O` (configuration not stated)?
LEDGF integ inh: 2; MBD2 DNA inh: -5; UHRF1 MBD2 ctr: 2; rCAG binder: 2; HTRA1 inh: 2; Rev-erbA mod: 1; PG9 binder: 0.3; PRMT1 FP inh: 3; mABHD4 FP: 1; TCR CD3 inh: -4

How did COC(=O)c1cc(C)nc(Sc2ccccc2NC(C)=O)n1 do in these assays?
LEDGF integ inh: -4; MBD2 DNA inh: -2; UHRF1 MBD2 ctr: 2; rCAG binder: -1; Rev-erbA mod: -2; PG9 binder: 1.1; PRMT1 FP inh: 2; mABHD4 FP: 3; TCR CD3 inh: -13

Results for CCOc1ccc(NC(=O)CN(C)C(=O)CSCc2ccc(C)cc2)cc1OCC ?
LEDGF integ inh: -3; MBD2 DNA inh: 4; UHRF1 MBD2 ctr: -2; rCAG binder: -2; HTRA1 inh: -11; Rev-erbA mod: -1; PG9 binder: -0.7; PRMT1 FP inh: 2; mABHD4 FP: 2; TCR CD3 inh: -3

What do the screens show for `O=S(=O)(NCCCc1ccccc1)c1ccc(Br)cc1`?
LEDGF integ inh: 0; MBD2 DNA inh: 5; UHRF1 MBD2 ctr: 1; rCAG binder: -3; HTRA1 inh: -32; Rev-erbA mod: 3; PG9 binder: -0.5; PRMT1 FP inh: 1; mABHD4 FP: -11; TCR CD3 inh: 4

What do the screens show for `COc1ccc(C2Nc3ccccc3C(=O)N2NS(=O)(=O)c2ccccc2)c(OC)c1` (configuration not stated)?
LEDGF integ inh: 0; MBD2 DNA inh: 2; UHRF1 MBD2 ctr: 1; rCAG binder: 7; HTRA1 inh: -3; Rev-erbA mod: -4; PG9 binder: 0.1; PRMT1 FP inh: 3; mABHD4 FP: 3; TCR CD3 inh: -6

How did CCS(=O)(=O)c1ccc(O)c(NC(=O)COc2ccc(C)cc2)c1 do in these assays?
LEDGF integ inh: -1; MBD2 DNA inh: 1; UHRF1 MBD2 ctr: -3; rCAG binder: 4; HTRA1 inh: -1; Rev-erbA mod: 5; PG9 binder: -1.6; PRMT1 FP inh: -1; mABHD4 FP: -8; TCR CD3 inh: 1

Results for CCOc1ccc(N(CC(=O)NC(C(C)C)C(C)C)S(=O)(=O)c2ccc(OC)c(OC)c2)cc1 ?
LEDGF integ inh: 1; MBD2 DNA inh: 4; UHRF1 MBD2 ctr: -1; rCAG binder: -2; HTRA1 inh: -1; Rev-erbA mod: -1; PG9 binder: -0.9; PRMT1 FP inh: -1; mABHD4 FP: 7; TCR CD3 inh: 4

Results for CCOP(=O)(OCC)c1nc(-c2ccccc2)oc1NCc1ccccc1 ?
LEDGF integ inh: 1; MBD2 DNA inh: 0; UHRF1 MBD2 ctr: -1; rCAG binder: 2; HTRA1 inh: -14; Rev-erbA mod: -2; PG9 binder: -1.2; PRMT1 FP inh: -1; mABHD4 FP: 4; TCR CD3 inh: 3

Results for CCNC(=O)NC(=O)C(C)OC(=O)c1oc2ccc(OCC)cc2c1C (configuration not stated) ?
LEDGF integ inh: 0; MBD2 DNA inh: -2; UHRF1 MBD2 ctr: -1; rCAG binder: -2; HTRA1 inh: 2; Rev-erbA mod: 7; PG9 binder: 4.0; PRMT1 FP inh: -2; mABHD4 FP: -1; TCR CD3 inh: 0

Results for C[C@H](CO)N1C[C@H](C)[C@@H](CN(C)Cc2ccncc2)Oc2c(NS(=O)(=O)c3ccc(Cl)cc3)cccc2C1=O ?
LEDGF integ inh: -2; MBD2 DNA inh: -3; UHRF1 MBD2 ctr: -2; rCAG binder: 3; HTRA1 inh: -4; Rev-erbA mod: 7; PG9 binder: -1.3; PRMT1 FP inh: -4; mABHD4 FP: 2; TCR CD3 inh: 5

What do the screens show for `CN(CCO)c1ccc(-c2nn(C)c(=O)c3ccccc23)cc1[N+](=O)[O-]`?
LEDGF integ inh: -1; MBD2 DNA inh: -9; UHRF1 MBD2 ctr: -6; rCAG binder: -3; HTRA1 inh: 3; Rev-erbA mod: 2; PG9 binder: 0.7; PRMT1 FP inh: 1; mABHD4 FP: 4; TCR CD3 inh: -5

Results for COC(=O)c1ccccc1NC(=O)N1CCCC1 ?
LEDGF integ inh: -3; MBD2 DNA inh: -2; UHRF1 MBD2 ctr: 0; rCAG binder: 1; HTRA1 inh: 9; Rev-erbA mod: -2; PG9 binder: 2.3; PRMT1 FP inh: -3; mABHD4 FP: 6; TCR CD3 inh: -1

How did CCOC(=O)[C@H]1[C@H]2COc3ccccc3[C@@H]2N2C(=O)[C@@H](CO)NC(=O)[C@@]12C do in these assays?
LEDGF integ inh: 0; MBD2 DNA inh: -3; UHRF1 MBD2 ctr: -2; rCAG binder: -6; HTRA1 inh: 0; Rev-erbA mod: -4; PG9 binder: -0.5; PRMT1 FP inh: -2; mABHD4 FP: -2; TCR CD3 inh: 3

What do the screens show for `CCOC(=O)[C@]12CCCC=C1N(Cc1cccc3ccccc13)C(=O)[C@H](CC(=O)NCc1cccc3ccccc13)C2`?
LEDGF integ inh: -1; MBD2 DNA inh: 0; UHRF1 MBD2 ctr: -2; rCAG binder: 10; Rev-erbA mod: 0; PG9 binder: 2.2; PRMT1 FP inh: -1; mABHD4 FP: -24; TCR CD3 inh: 5

How did Cc1nc(Nc2ccc(Cl)cc2)c(C#N)c(=O)[nH]1 do in these assays?
LEDGF integ inh: 8; MBD2 DNA inh: 0; UHRF1 MBD2 ctr: -2; rCAG binder: -2; HTRA1 inh: -7; Rev-erbA mod: 2; PG9 binder: -1.5; PRMT1 FP inh: -1; mABHD4 FP: -6; TCR CD3 inh: 8

How did O=C(N/N=C/c1cccc(OC(=O)c2ccco2)c1)c1ccc(F)cc1 do in these assays?
LEDGF integ inh: -1; MBD2 DNA inh: 4; UHRF1 MBD2 ctr: 0; rCAG binder: 0; HTRA1 inh: 17; Rev-erbA mod: 1; PG9 binder: 0.7; PRMT1 FP inh: 0; mABHD4 FP: -6; TCR CD3 inh: 4

What do the screens show for `Cc1cccc(N/C(N)=N/c2nc(CSc3ccc(Cl)cc3)cc(=O)[nH]2)c1`?
LEDGF integ inh: 4; MBD2 DNA inh: -2; UHRF1 MBD2 ctr: 4; rCAG binder: 0; Rev-erbA mod: 1; PG9 binder: -2.9; PRMT1 FP inh: -1; mABHD4 FP: -4; TCR CD3 inh: 1

What do the screens show for `S=c1[nH]nc(C2CCCCC2)n1/N=C/c1c(Cl)cccc1Cl`?
LEDGF integ inh: -3; MBD2 DNA inh: -8; UHRF1 MBD2 ctr: -1; rCAG binder: 4; HTRA1 inh: 0; Rev-erbA mod: -7; PG9 binder: 1.1; PRMT1 FP inh: 0; mABHD4 FP: 3; TCR CD3 inh: 4

What do the screens show for `O=C(O)c1cc(-c2ccc(/C=N/Nc3ccc([N+](=O)[O-])cn3)o2)ccc1Cl`?
LEDGF integ inh: 1; MBD2 DNA inh: 3; UHRF1 MBD2 ctr: 0; rCAG binder: 1; HTRA1 inh: -2; Rev-erbA mod: 10; PG9 binder: -7.1; PRMT1 FP inh: -1; mABHD4 FP: 4; TCR CD3 inh: 5

Gathered by group: the entries above containing an aryl thioether with sulfur outside any ring (2)
How did COC(=O)c1cc(C)nc(Sc2ccccc2NC(C)=O)n1 do in these assays?
LEDGF integ inh: -4; MBD2 DNA inh: -2; UHRF1 MBD2 ctr: 2; rCAG binder: -1; Rev-erbA mod: -2; PG9 binder: 1.1; PRMT1 FP inh: 2; mABHD4 FP: 3; TCR CD3 inh: -13

What do the screens show for `Cc1cccc(N/C(N)=N/c2nc(CSc3ccc(Cl)cc3)cc(=O)[nH]2)c1`?
LEDGF integ inh: 4; MBD2 DNA inh: -2; UHRF1 MBD2 ctr: 4; rCAG binder: 0; Rev-erbA mod: 1; PG9 binder: -2.9; PRMT1 FP inh: -1; mABHD4 FP: -4; TCR CD3 inh: 1

Further records.
How did O=C(CSc1nc2ccccc2c(=O)n1-c1ccccc1F)NC1CCS(=O)(=O)C1 (configuration not stated) do in these assays?
LEDGF integ inh: 0; MBD2 DNA inh: -3; UHRF1 MBD2 ctr: 4; rCAG binder: 5; HTRA1 inh: 3; Rev-erbA mod: -5; PG9 binder: 1.5; PRMT1 FP inh: 1; mABHD4 FP: 5; TCR CD3 inh: -9

Results for CCCCCCN1C[C@H](n2cc(COC(=O)c3ccccc3)nn2)[C@@H](O)C[C@@H]1c1ccc(OC)cc1 ?
LEDGF integ inh: -7; MBD2 DNA inh: -2; UHRF1 MBD2 ctr: 2; rCAG binder: 2; HTRA1 inh: -34; Rev-erbA mod: 2; PG9 binder: -0.8; PRMT1 FP inh: 1; mABHD4 FP: -17; TCR CD3 inh: 1

What do the screens show for `CCN(CC)CCN(C(=O)c1ccc(N2C(=O)CCC2=O)cc1)c1nc2cc3c(cc2s1)OCCO3`?
LEDGF integ inh: 3; MBD2 DNA inh: 3; UHRF1 MBD2 ctr: 7; rCAG binder: 3; HTRA1 inh: -1; Rev-erbA mod: -5; PG9 binder: -0.9; PRMT1 FP inh: 1; mABHD4 FP: -9; TCR CD3 inh: -6

Results for CCOC(=O)c1cnn(CCOC(=O)C2CC2)c1NC(=O)C1CC1 ?
LEDGF integ inh: -4; MBD2 DNA inh: 6; UHRF1 MBD2 ctr: 16; rCAG binder: -1; HTRA1 inh: 1; Rev-erbA mod: -5; PG9 binder: -0.6; PRMT1 FP inh: 3; mABHD4 FP: 4; TCR CD3 inh: 0

Results for O=C(CSc1nncn1-c1cccnc1)Nc1ccccc1C(F)(F)F ?
LEDGF integ inh: 2; MBD2 DNA inh: 3; UHRF1 MBD2 ctr: -1; rCAG binder: -1; HTRA1 inh: -6; Rev-erbA mod: -1; PG9 binder: -1.1; PRMT1 FP inh: -2; mABHD4 FP: -1; TCR CD3 inh: 4

Results for O=C(N/N=C/c1cc([N+](=O)[O-])ccc1Cl)c1cc(-c2ccccc2)nc2ccccc12 ?
LEDGF integ inh: -2; MBD2 DNA inh: -2; UHRF1 MBD2 ctr: -1; rCAG binder: 0; HTRA1 inh: 4; Rev-erbA mod: -2; PG9 binder: -0.1; PRMT1 FP inh: -7; mABHD4 FP: -1; TCR CD3 inh: 5

Results for CC(=O)Nc1ccccc1NC(=O)C/C(C)=N/NC(=O)C(=O)Nc1cccc(Cl)c1C ?
LEDGF integ inh: -6; MBD2 DNA inh: 2; UHRF1 MBD2 ctr: -4; rCAG binder: 4; HTRA1 inh: -4; Rev-erbA mod: -3; PG9 binder: 0.7; PRMT1 FP inh: 2; mABHD4 FP: 0; TCR CD3 inh: 0

What do the screens show for `COc1cc(C(=O)Nc2ccccc2C(=O)Nc2ccccn2)cc(OC)c1OC`?
LEDGF integ inh: 1; MBD2 DNA inh: 0; UHRF1 MBD2 ctr: -3; rCAG binder: 3; HTRA1 inh: 7; Rev-erbA mod: -6; PG9 binder: -1.0; PRMT1 FP inh: 3; mABHD4 FP: -7; TCR CD3 inh: 8

What do the screens show for `Cn1cc(/C=N/NC(=O)c2cccc([N+](=O)[O-])c2)c2ccccc21`?
LEDGF integ inh: 2; MBD2 DNA inh: -1; UHRF1 MBD2 ctr: 3; rCAG binder: 7; HTRA1 inh: 7; Rev-erbA mod: -24; PG9 binder: 0.8; PRMT1 FP inh: 1; mABHD4 FP: 4; TCR CD3 inh: 4

Only part of the results is shown. The share of hits here may be higher or lower than overall.
